Screening results (PubChem BioAssay)
Kir21 inh: Kir2.1 (mouse) channel inhibition | AID 1672 | B-score at 10 µM | HEK293-Kir2.1, FluxOR thallium flux fluorescence; active compounds read low | P35561 | 310,000 compounds, 0.85% hits;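 active means fluorescence ratio B-score at or below minus 3 SD of library scores, with starting-brightness B-score within 2 SD, cut at about -4.2 in these data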;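 further: channel flux triggered by added potassium and thallium sulfate stimulus; B-score of peak minus minimum fluorescence over baseline after thallium stimulus; more negative B-score means stronger Kir2.1 block with less thallium influx; some compounds called inactive have numbers as strong as hits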
KCNQ2 block: KCNQ2 potassium channel inhibitors, primary screen, cell-based, CHO-K1, FluxOR thallium flux, B-score (AID 2156) | B-score at 10 µM | 310,000 compounds, 1.1% hits | 20 min; active compounds read low | O88943;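 active means fluorescence ratio B-score at most minus 3 library SDs, with starting brightness B-score within 2 library SDs, cut at about -5.5 in these data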
STK33 kinase inh: human STK33 kinase inhibition. purified STK33, MBP phosphorylation, ADP-Glo luminescence. Q9BYT3. inhibition, % at 10 µM. 320,000 compounds, 0.073% hits. AID 2661;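 active means inhibition at or above 25%, using the most active replicate where run in duplicate; inactive means inhibition below 25%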
* marks the source's active call; other numbers are inactive results; i = inactive. A portion of the library, so the mix of outcomes need not match the whole.

SMILES	Kir21 inh	KCNQ2 block	STK33 kinase inh
C[C@]12CC3CC(N)(C1)C[C@@](C)(C3)C2	-0.61	i	-0.9
